Screening results (PubChem)
Pol iota inh = blocks human DNA polymerase iota activity; Q9UNA4; Pol iota fluorescent replication assay, 10 min; Potency, µM (highest dose often 115 µM), inactives show at the highest dose activity, negative = inhibition, actives largely listed as inhibitors; 390,000 tested, 1% active; also: potency is read from the fitted curve at half-maximal effect
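Fluorescent replication assay read twice, at 0 min and 10 min after adding 50 nM (final) substrate. Enzyme (10 nM) and compounds were first incubated 15 min at room temperature; enzyme-free buffer wells were negative controls.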
Pol beta inh = DNA polymerase beta (human) inhibition; Potency, µM (series often up to 114 µM), inactives show at the highest dose activity change, negative = inhibition, actives largely listed as inhibitors; Pol beta primer extension/strand displacement, fluorescence kinetic; 340,000 tested, 1.3% active; P06746; also: potency is read from the fitted curve at half-maximal effect; % is scaled to controls: 0 for no effect and ±100 for the full control effect
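Curves were derived by four-parameter Hill fits of normalized qHTS data. The kinetic fluorescent primer-extension read was taken at 0 and 10 min after 50 nM substrate, following a 15 min room-temperature preincubation of 10 nM enzyme with compounds.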
Glioma ERSR ind = inducers of ER stress response in human glioma cells; U87-MG GRP78 promoter luciferase reporter, 16 h; Potency, µM, inactives show at the top dose activation, hits mostly activators; 420,000 tested, 0.02% active; also: potency is read from the fitted curve at half-maximal effect; series mostly up to about 76 µM; % of control where 0% means no effect; nearly all actives have a fitted effect of over 35% in size
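Stably transfected U87-MG human glioma cells carrying a GRP78-based luminescent sensor were seeded at 1000 cells/well, pin-dosed with compounds and incubated 16 h. Luciferase reagent was then added, and end-point luminescence was read after 10 min at room temperature.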
APEX1 inh = blocks human APE1 abasic DNA cleavage; Potency, µM (titrated, usually from 65.8 µM), without a hit: top-dose activity change, negative = inhibition, hits mostly inhibitors; 350,000 tested, 0.35% active; recombinant APE1, TAMRA/BHQ-2 abasic DNA cleavage fluorescence; P27695;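 also: potency is read from the fitted curve at half-maximal effect; plate controls were vehicle for no effect and reference inhibitor for full effect; nearly all actives have a fitted effect of over 55% in size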
Target sequence (P27695 whole entry, looked up): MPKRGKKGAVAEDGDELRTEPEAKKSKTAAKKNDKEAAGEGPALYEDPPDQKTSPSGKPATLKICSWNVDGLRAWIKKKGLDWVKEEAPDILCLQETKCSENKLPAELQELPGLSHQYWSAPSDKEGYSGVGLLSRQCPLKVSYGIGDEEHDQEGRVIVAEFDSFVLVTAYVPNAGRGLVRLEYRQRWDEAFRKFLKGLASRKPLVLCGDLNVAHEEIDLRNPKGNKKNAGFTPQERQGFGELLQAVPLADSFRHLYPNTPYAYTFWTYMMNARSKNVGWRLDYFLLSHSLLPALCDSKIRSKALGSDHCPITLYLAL
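Step 1: APE1 (0.75 nM) with compound, 15 min RT. Step 2: add 50 nM fluorophore/quencher THF duplex. Step 3: three fluorescence reads 60 s apart (525/598 nm); read 3 minus read 1 = reaction progress.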
POLH inh = blocks human DNA polymerase eta activity | Q9Y253 | recombinant Pol eta, fluorescent DNA replication assay | Potency, µM (series often up to 114 µM), for inactives: at the top dose activity change, negative = inhibition, most hits filed as inhibitors | 390,000 tested, 1.2% active; also: potency is read from the fitted curve at half-maximal effect; % is scaled to controls: 0 for no effect and ±100 for the full control effect
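Pol eta at 10 nM preincubated with compounds 15 min at room temperature; reaction started with fluorescent substrate (50 nM final) and read kinetically at 0 and 10 min.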
Anesthetic bind = candidate novel general anesthetic via apoferritin binding; apoferritin/1-aminoanthracene competitive binding, fluorescence; P02791; AID 485281; Potency, µM (highest dose often 77.5 µM), inactives show at the highest dose activity change, negative = displacement, usual class: inhibitors; 350,000 tested, 0.074% active; also: potency is read from the fitted curve at half-maximal effect; % is scaled to controls: 0 for no effect and ±100 for the full control effect; nearly all actives have a fitted effect of over 20% in size
Target sequence (P02791 2-175 limits assumed): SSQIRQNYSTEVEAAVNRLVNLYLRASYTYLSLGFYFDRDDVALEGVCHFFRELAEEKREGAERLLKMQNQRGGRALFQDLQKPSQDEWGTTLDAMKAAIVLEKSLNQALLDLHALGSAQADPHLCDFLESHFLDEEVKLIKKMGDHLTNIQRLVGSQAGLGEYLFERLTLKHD
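Read-out: endpoint 1-AMA fluorescence, excitation 380 nm and emission 535 nm, after compounds sit 10 min at room temperature with 10 uM horse-spleen apoferritin in 50% saturated 1-AMA/PBS. Values come from four-parameter Hill fits.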
LDHA block = LDHA (human) enzyme inhibition | P00338 | purified LDHA, NADH/diaphorase-resazurin fluorescence; stronger effect = lower value | activity change, % (values are at about 110 or 230 µM) | 480,000 tested, 0.15% active; in the data active = activity change below about -30%; inconclusive = mostly about -25% to -30%;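 also: plate controls were DMSO wells for no effect and wells without enzyme for full effect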
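Remaining NADH was detected by diaphorase (0.133 mg/mL) converting 37 µM resazurin to fluorescent resorufin, read at 0 and 20 minutes. The preceding 5-minute room-temperature reaction used 2 nM LDHA, 0.2 mM sodium pyruvate and 0.06 mM NADH at pH 7.4.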
BLM inh = blocks DNA unwinding by human BLM helicase; Potency, µM (series often up to 56.1 µM), without a hit: at the highest dose activity change, negative = inhibition, hits mostly inhibitors; 350,000 tested, 0.2% active; recombinant BLM DNA unwinding, fluorescence dequenching; P54132;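 also: potency is read from the fitted curve at half-maximal effect; plate controls were vehicle for no effect and no enzyme for full effect; nearly all actives have a fitted effect of over 35% in size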
Pol kappa inh = blocks human DNA polymerase kappa activity. purified Pol kappa, fluorescent DNA synthesis assay, 10 min. Potency, µM (series often up to 107 µM), for the others: at the top dose activity, negative = inhibition, usual class: inhibitors. 400,000 tested, 0.53% active. AID 588579; also: potency is read from the fitted curve at half-maximal effect; % is scaled to controls: 0 for no effect and ±100 for the full control effect
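Inhibition of 10 nM Pol kappa is measured by a fluorescent read-out at 0 and 10 min following addition of 50 nM substrate (final), with a 15-min room-temperature compound preincubation.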
Numbers without * were called inactive; ? = inconclusive; / = no result given; [ ] = dose if it differs, or a comment. Unless noted, calls follow the shape of the dose curve; as a rule, active = well fitted curve in the direction sought with a large enough effect; inconclusive = small, poorly fitted or top-dose-only effect, or another doubt; inactive = no such curve, though single readings can be large; an effect the other way counts as inactive or inconclusive. This is a subset; count on the stated rates, not on these rows.

SMILES	Pol iota inh	Pol beta inh	Glioma ERSR ind	APEX1 inh	POLH inh	Anesthetic bind	LDHA block	BLM inh	Pol kappa inh
COc1cc(C(=O)n2nc(-c3ccco3)nc2NCc2ccc(Cl)cc2)cc(OC)c1OC	6%	4%	0%	/	-20%	-9%	-1	0%	-16%
CCCCn1c(N)c(N(CC(C)C)C(=O)c2cccc(S(=O)(=O)N(C)c3ccc(C)cc3)c2)c(=O)[nH]c1=O	26%	/	-2%	6%	-13%	/	-13	/	-3%
CCN(C[C@H]1N[C@@](CC)(C(=O)OC)[C@H]2C(=O)N(C)C(=O)[C@@H]12)C(=O)NC(C)C	10%	/	-2%	12%	-16%	/	2	/	-2%
FC(F)(F)c1cccc(Nc2cc(-c3ccccc3)nc3ncnn23)c1	6%	12%	0%	2%	5%	-1%	0	-2%	1%
CC(=O)Nc1ccc(NC(=O)CSc2nnc(C3CC3)n2-c2ccccc2)cc1	1%	/	-2%	16%	1%	/	2	/	10%
C=C(C)C(=O)Nc1cccc(C2=NOC3(C2)C[C@@H](C(N)=O)N(C(=O)/C(C)=C/C)C3)c1 (stereo partly specified)	35µM*	1.4µM*	-2%	-10%	2.5µM*	3%	-3	-1%	20µM*
COc1ccc(N2CCN(C(=O)Cn3nc(Cc4cccnc4)c4ccccc4c3=O)CC2)cc1	6%	-2%	-2%	/	-11%	-1%	-3	1%	-15%
Cc1c(N2C(=O)/C(=C\c3ccc(N(C)C)cc3)N(C)C2=S)c(=O)n(-c2ccccc2)n1C	0%	11%	-1%	-4%	?	-18%	6	-8%	-11%
CCn1c(SCC(=O)N2CCOCC2)nc2c([nH]c3ccccc32)c1=O	13%	15%	-2%	11%	-15%	-1%	0	-8%	11%
COc1ccc([C@H]2CC(=O)C=C(c3ccc(F)cc3OCc3ccccc3)C2)cc1	11%	/	-2%	-2%	-11%	/	-12	/	-10%
COc1cccc(C(=O)NCC(=O)NCc2cc(=O)n(C)c(=O)n2C)c1OC	7%	23%	-4%	57%[activator]	-5%	-7%	-2	2%	-1%
COc1ccc([N+](=O)[O-])cc1N(CC(=O)NCCSc1ccc(C)cc1)S(C)(=O)=O	47%[activator]	31%	-2%	5%	-13%	-17%	-7	-4%	0%
Cc1ccc(-c2noc(CNC(=O)c3ccoc3C)n2)cc1	17%	-2%	-3%	74%[activator]	-14%	-3%	-3	-2%	-5%
O=[N+]([O-])c1cc(CN2CCCC2)c2cccnc2c1O	?	1.8µM*	-4%	3.5µM*	3.2µM*	-3%	21	?	?
CCCCOC(=O)c1ccc(NC(=O)c2cc(=O)c3ccccc3o2)cc1	23%	-5%	-4%	/	-19%	-2%	-2	-3%	9%
COc1cc(C2C(C#N)=C(C)NC(C)=C2C#N)cc(OC)c1OC	?	0%	-2%	-1%	-13%	43%[activator]	-1	1%	-2%
COc1ccccc1CCN=C(N)NS(=O)(=O)c1cccs1	30%[activator]	23%	-4%	-1%	-10%	-2%	-1	-1%	6%
COC(=O)CCCC(=O)NC(C)c1cnn(-c2ccccc2C)c1C (stereo unspecified)	23%	-3%	-2%	?	6%	-6%	-15	-2%	7%
CCOC(=O)CNC(=O)COc1coc(CN2CCN(c3ccccc3F)CC2)cc1=O	1%	29%	3%	2%	-14%	-4%	-2	-4%	6%
COC(=O)CSc1nc2c(c(C3CC=CCC3)c1C#N)CCC2 (stereo unspecified)	-9%	?	-1%	-2%	-17%	-4%	0	-7%	6%
CCn1c2ccc(C)cc2c2nnc(SCCN3CCOCC3)nc21	124%[activator]	39%	-1%	1%	-5%	-9%	1	-6%	-8%
O=c1[nH]oc(O)c1-c1ncc(C(F)(F)F)cc1Cl	-5%	12%	-1%	?	-14%	-4%	-18	0%	-8%
Cc1ccc(Cl)cc1NC(=O)Cn1ncc2c(C)n(Cc3ccccc3F)c(C)c2c1=O	?	13µM*	-6%	/	?	-9%	-7	-14%	-32%
N=C1/C(=C/c2ccc(OCc3ccccc3F)cc2)C(=O)N=C2SC(CC(=O)N3CCOCC3)=NN12	25µM*	?	1%	-12%	-11%	1%	3	-18%	?
CSCCC(NC(=O)c1ccccc1Cl)C(=O)NCC1COc2ccccc2O1 (stereo unspecified)	13%	/	-3%	9%	0%	/	-8	/	-13%

5 of these compounds, reformatted:
Values in the order: Pol iota inh | Pol beta inh | Glioma ERSR ind | APEX1 inh | POLH inh | Anesthetic bind | LDHA block | BLM inh | Pol kappa inh
- CCN(C[C@H]1N[C@@](CC)(C(=O)OC)[C@H]2C(=O)N(C)C(=O)[C@@H]12)C(=O)NC(C)C
  10% | / | -2% | 12% | -16% | / | 2 | / | -2%
- COc1ccccc1CCN=C(N)NS(=O)(=O)c1cccs1
  30%[activator] | 23% | -4% | -1% | -10% | -2% | -1 | -1% | 6%
- COc1cc(C2C(C#N)=C(C)NC(C)=C2C#N)cc(OC)c1OC
  ? | 0% | -2% | -1% | -13% | 43%[activator] | -1 | 1% | -2%
- COc1cccc(C(=O)NCC(=O)NCc2cc(=O)n(C)c(=O)n2C)c1OC
  7% | 23% | -4% | 57%[activator] | -5% | -7% | -2 | 2% | -1%
- COc1ccc(N2CCN(C(=O)Cn3nc(Cc4cccnc4)c4ccccc4c3=O)CC2)cc1
  6% | -2% | -2% | / | -11% | -1% | -3 | 1% | -15%

Later entries
SMILES	Pol iota inh	Pol beta inh	Glioma ERSR ind	APEX1 inh	POLH inh	Anesthetic bind	LDHA block	BLM inh	Pol kappa inh
CCn1c(SCC(=O)N2CCCCCC2)nc2c([nH]c3ccccc32)c1=O	29%	1%	-2%	49%[activator]	-12%	-4%	-3	-2%	-9%
Cc1ccc(-n2ncc3c2CC(C)(C)CC3NC(=O)CCCN2CCCC2=O)cc1 (stereo unspecified)	34%[activator]	7%	-2%	9%	9%	-2%	-1	-1%	5%
COC(=O)CC1COc2ccccc2N1C(=O)c1cccc(C(F)(F)F)c1 (stereo unspecified)	147%[activator]	12%	-5%	-2%	-9%	-15%	-9	-2%	-14%
COc1ccc(OC)c(NS(=O)(=O)c2ccc(NC(C)=O)cc2)c1	8%	3%	0%	0%	-6%	-14%	-1	-5%	3%
CCC(=O)Nc1cccc(NC(=S)NC(=O)c2ccccc2Cl)c1	15%	3%	-5%	-4%	-6%	-16%	-3	-4%	-6%
CC(C)n1c(=O)[nH]c2ccccc21	19%	36%[activator]	-3%	5%	-12%	-11%	-2	-2%	-5%
CC1CCCCC1NC(=O)C1CCC(CNS(=O)(=O)c2ccc(F)cc2)CC1 (stereo unspecified)	8%	1%	3%	-11%	-7%	3%	-2	-2%	-4%
C=CC(=O)N1c2ccccc2Sc2ccc(NC(=O)OCC)cc21	?	/	?	/	?	/	-5	/	-9%
O=C(NCc1ccco1)C1CCCN(S(=O)(=O)c2cccc3cccnc23)C1 (stereo unspecified)	-10%	17%	-2%	0%	3%	-5%	-3	0%	3%
COc1ccccc1CN1CC(C(=O)N(C)CCOc2ccccc2)CCC1=O (stereo unspecified)	19%	6%	?	-16%	-13%	-11%	-8	0%	-1%
COc1ccc(CC(=O)Nc2nc(C)cs2)cc1S(=O)(=O)N1CCOCC1	8%	/	-2%	20%	-9%	/	3	/	14%
CC(C)Oc1ccc(C(=O)NC(Cc2c[nH]c3ccccc23)C(=O)NN)cc1 (stereo unspecified)	4%	-15%	0%	-5%	-8%	2%	-4	-8%	-5%
Cc1cccc(NC(=O)c2cc(Cl)ccc2[N+](=O)[O-])c1	-20%	8%	-3%	-2%	1%	2%	1	-5%	-9%
C=CCn1c(SCc2ccc3nonc3c2)nnc1-c1cccs1	5%	1%	1%	?	2%	-18%	0	-10%	0%
O=C(O)c1ccc(Nc2nc(-c3ccccc3)nc3ccccc23)cc1	-4%	5%	1%	-15%	-13%	2%	-10	-2%	0%
CCc1ccc2c(CC(=O)Nc3cccc(S(=O)(=O)N4CCOCC4)c3)coc2c1	-18%	/	-4%	-10%	-11%	/	-5	/	-12%
NN/C(=C\[N+](=O)[O-])Nc1ccccc1	-5%	19%	2%	8%	-9%	-21%	6	-2%	1%
CCN1C[C@@H]2[C@@H]3C(=O)N(Cc4ccccc4)C(=O)[C@@H]3[C@](Cc3ccccc3)(C1=O)N2C(=O)c1ccc(Cl)cc1	5%	/	-4%	/	0%	/	2	/	0%
CC1CCN(C(=O)c2ccc(S(=O)(=O)N3CCCCCC3)cc2)CC1	19%	/	-4%	0%	-9%	/	-1	/	8%
COc1cccc(NC(=O)CN2C(=O)CSc3ccc(S(=O)(=O)N4CCC(C)CC4)cc32)c1	-11%	21%	-5%	-25%	-29%	-10%	0	-12%	0%
CCOc1ccc(N2C(=O)CC(N3CCN(c4ccccc4F)CC3)C2=O)cc1 (stereo unspecified)	-7%	-9%	-4%	16%	-13%	-5%	0	-3%	-2%
O=C(COc1ccc(F)cc1)NNC(=O)c1cc2ccccc2oc1=O	124%[activator]	13%	-3%	13%	12%	-2%	-8	-1%	-4%
O=C(N/N=C/c1cnc(N2CCCCC2)s1)c1ccc(C(F)(F)F)cc1	16%	-2%	-3%	-16%	-1%	-3%	-3	-3%	-6%
C#CCOCCOCCOCCNc1nc(N2CCN(C(=O)Cn3cc(CCCN=C(N)N)nn3)CC2)nc(N2CCN(C(=O)Cn3cc(CC(C)O)nn3)CC2)n1 (stereo unspecified)	-2%	/	-1%	/	-16%	/	0	/	-8%
Cc1nc(N[C@@H](Cc2ccccc2)C(=O)O)c2oc3ccccc3c2n1	6%	-14%	-1%	0%	1%	-3%	-5	1%	-4%
COc1ccc(NS(=O)(=O)c2cc(NC(=O)c3ccc(F)cc3)ccc2OC)cc1	7%	-1%	-4%	?	?	-7%	-4	-11%	-11%
COc1ccccc1N1CCN(C2C(=O)c3ccccc3N2C(C)=O)CC1 (stereo unspecified)	43%[activator]	1%	-2%	/	-9%	-22%	-1	-5%	-4%
CCn1ncc(C2=NOC(C(=O)NCc3ccc(Cl)cc3)C2)c1C (stereo unspecified)	7%	14%	-6%	-4%	-15%	-24%	0	-3%	-9%
COCCC(=O)N(Cc1ccc2c(c1)OCO2)C(C(=O)NC1CCCCC1)c1ccncc1 (stereo unspecified)	6%	28%	0%	-3%	-3%	-13%	4	1%	-13%
